# Screens from PubChem BioAssay.
# PKA-R1A activ – activators of PKA-R1A holoenzyme, primary screen, biochemical, fluorescence polarization, Cy5-IP20, bovine R1A, mouse PKAc; cAMP-dependent protein kinase type I-alpha regulatory subunit (Bos taurus) + …; PKA-R1A dissociation; scaled: DMSO 0%, 113 µM cGMP 100%; activation, % at 11.4 µM; actives 0.083% (n = 340,000); AID 504707, 2011;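 active = percent activation above the mean of all tested compounds plus 3 SD, cut at about 19% in these data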;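 note: higher means more PKAc released from R1A so a rise in polarization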
# AddAB inh – growth inhibition of E. coli expressing H. pylori AddAB, primary screen, AddAB inhibitor project, absorbance; inhibition, % at 11.9 µM; actives 0.29% (n = 330,000); in the data active = inhibition above about 12%;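 note: 0% = vehicle wells of infected cells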
# HTR5A ag – HTR5A agonists in luminescence cell assay, primary screen, counter-screen for OPRM1-OPRD1 heterodimer agonist project, full-deck HTS. actives 0.61% (n = 340,000). 5-hydroxytryptamine receptor 5A (Homo sapiens), P47898. cell-based. activation, % at 9.3 µM; in the data active = activation mostly above about 9.5%, no sharp cut-off; inactive = mostly below about 7.6%;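 note: 0% = cells with vehicle only and 100% = reference agonist; strong numbers were not always called active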
# Target sequence (P47898 whole entry, looked up): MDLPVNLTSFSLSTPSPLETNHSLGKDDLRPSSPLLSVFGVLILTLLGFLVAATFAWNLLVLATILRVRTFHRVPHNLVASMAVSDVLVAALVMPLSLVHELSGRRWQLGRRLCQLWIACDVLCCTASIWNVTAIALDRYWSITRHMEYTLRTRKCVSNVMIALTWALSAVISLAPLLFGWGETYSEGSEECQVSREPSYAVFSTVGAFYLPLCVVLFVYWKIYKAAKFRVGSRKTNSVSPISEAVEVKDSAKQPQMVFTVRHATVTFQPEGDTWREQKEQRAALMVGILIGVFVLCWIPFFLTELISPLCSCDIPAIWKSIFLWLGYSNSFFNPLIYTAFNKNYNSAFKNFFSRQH
# Tat transport – E. coli Tat export inhibitors, primary screen, MC4100, TorA-mCherry reporter, fluorescence, single point. inhibition, % at 10 µM. actives 0.036% (n = 340,000). AID 488895, 2010;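 active = mean replicate inhibition at least 50% and at least half of replicates individually reaching 50%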;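 note: exported cargo escapes ClpAP degradation while cytoplasmic cargo is degraded and loses fluorescence; 0% = median of neutral control wells and 100% = median of NaSCN control wells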
# HTR5A inv ag – HTR5A inverse agonists in luminescence cell assay, primary screen, counter-screen for OPRM1-OPRD1 heterodimer inverse agonist project, full-deck HTS | 5-hydroxytryptamine receptor 5A (Homo sapiens), P47898 | HTR5A cell line, inverse agonism | inhibition, % at 9.3 µM | actives 0.083% (n = 340,000); in the data active = inhibition mostly above about 23%, no sharp cut-off; inactive = mostly below about 18%;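 note: 0% = cells with DMSO and 100% = no-cell wells with DMSO; some compounds called inactive have numbers as strong as hits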
# Mot1-301 SUMO – yeast Mot1-301 growth rescue at high temperature, primary screen, SUMOylation pathway inhibitor project, S. cerevisiae, ATP luminescence, 38.5C; S. cerevisiae Mot1-301 growth rescue; percent above DMSO median, 100 means doubled; growth rescue, % at 18.8 µM; actives 1% (n = 320,000);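 active = every valid replicate shows activation above 250% relative to neutral control wells; inactive = the rest, any valid replicate at or below 250%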;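 note: OY570 slx delta 5 strain wells were the positive control but not used for scaling; some compounds called inactive have numbers as strong as hits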
# E coli growth – E. coli V3065 growth inhibition, primary screen, counter-screen for AddAB inhibitor project, absorbance, OD600; 18 h; inhibition, % at 11.9 µM; actives 0.27% (n = 330,000);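 active = inhibition above the campaign's mean inhibition across all tested compounds plus 3 SD, cut at about 9.9% in these data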;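 note: uninfected addAB+ strain grown without phage in ampicillin broth; 0% = DMSO wells and 100% = ciprofloxacin 0.95 µg/ml wells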
# phage Ecoli inh – growth loss of phage-infected E. coli, primary screen, RecBCD inhibitor project, absorbance, with phage, HTS; inhibition, % at 11.9 µM; actives 0.26% (n = 360,000); AID 651602, 2012; in the data active = inhibition above about 11%
# PKA-R2B act – activators of PKA-R2B holoenzyme, primary screen, biochemical, fluorescence polarization, Cy5-IP20, human; actives 0.079% (n = 340,000); PKA-R2B holoenzyme dissociation; R2B truncated from residue 108, S112A mutant; 0% DMSO only, 100% 113 µM cGMP; activation, % at 11.4 µM; cAMP-dependent protein kinase catalytic subunit beta (Homo sapiens) + cAMP-dependent …; AID 504700, 2011;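 active = activation above a cutoff set at the mean over all compounds plus 3 SD, cut at about 18% in these data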;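 note: higher means more holoenzyme dissociation and a rise in polarization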
# Target sequence (P31323 whole entry, looked up, other chains not shown, the tested form may be a part): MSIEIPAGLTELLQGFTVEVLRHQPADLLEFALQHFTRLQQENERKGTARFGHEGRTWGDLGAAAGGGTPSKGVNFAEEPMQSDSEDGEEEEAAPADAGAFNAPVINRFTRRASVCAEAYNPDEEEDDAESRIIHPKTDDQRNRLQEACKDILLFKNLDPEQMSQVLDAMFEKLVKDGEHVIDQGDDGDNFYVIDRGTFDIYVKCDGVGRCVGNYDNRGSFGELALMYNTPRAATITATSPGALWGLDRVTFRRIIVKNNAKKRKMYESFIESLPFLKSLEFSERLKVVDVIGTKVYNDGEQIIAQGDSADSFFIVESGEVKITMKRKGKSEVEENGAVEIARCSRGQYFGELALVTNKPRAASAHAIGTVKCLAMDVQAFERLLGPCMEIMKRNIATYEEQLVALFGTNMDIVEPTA
# DAGLB inhibitor – DAGLB lipase inhibitors, primary screen, biochemical, fluorescence, HTS | HEK293T DAGLB membrane lysate, EnzChek fluorogenic substrate | inhibition, % at 5.17 µM | actives 0.059% (n = 340,000) | AID 504411, 2011; in the data active = inhibition above about 34%;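 note: 0% = enzyme with vehicle and 100% = wells lacking enzyme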
# CDK5 p35 inh – inhibitors of human CDK5/p35 kinase, primary screen, biochemical, single concentration. Recombinant CDK5/p35, ADP-Glo luminescence, 60 min. inhibition, % at 10 µM. actives 0.01% (n = 330,000);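 active = highest replicate inhibition of at least 50% and at least 75% of replicates reaching 50%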;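 note: plate controls were DMSO neutral control for no effect and GW8510 at 10 µM for full effect; many of its hits are not listed in these tables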
# The depositor's hits bear a star; / = not tested or not shown.
SMILES,CDK5 p35 inh,PKA-R1A activ,AddAB inh,Tat transport,E coli growth,Mot1-301 SUMO,PKA-R2B act,HTR5A inv ag,DAGLB inhibitor,HTR5A ag,phage Ecoli inh
Cc1nc(SCC(=O)NCC2CCCO2)c2c(C)c(C)sc2n1 (stereo unspecified),0.5,1,1.9,-6,0.1,0,-9,-19,-2,8,2.7
CN(CC(=O)Nc1ccc(Cl)cc1)C(=O)c1ccc(S(=O)(=O)Nc2ccccc2)cc1,-1.4,5,1.7,1,0.4,2,-2,0,-1,0,-0.5
Cc1nc2c(C(=O)NCc3ccc4c(c3)OCO4)cnn2c(C)c1Cc1ccc(F)cc1Cl,0.6,-3,3.5,-1,-0.7,-12,1,11,-1,9,3.2
CCOC(=O)c1[nH]c(C)c(C(=O)N2CCN(C(=O)OCC)CC2)c1CC,-1.7,8,2.8,4,-1.9,0,0,-6,-7,3,4.1
Cc1ccc(N2C(=O)N(CC(=O)NC(c3ccccc3)c3ccccc3)C(=O)C2C)cc1 (stereo unspecified),0.5,-5,3.2,7,1.6,393,-4,2,-1,-1,1.1
CC(C)(Oc1ccc(Cl)cc1)C(=O)Nc1ccc2oc(-c3ccncc3)nc2c1,0.2,-3,2.9,1,-4.3,11,8,-12,-1,4,-2.1
COc1cccc(COC(=O)CCNC(=O)c2ccc(Cl)cc2)c1OC,-0.6,-2,0.5,-7,1.8,6,-9,-4,1,-1,2.4
CCCN1CCC(=NNc2ccc(S(=O)(=O)N3CCOCC3)cc2[N+](=O)[O-])CC1,10,3,2.9,5,-0.4,7,6,-4,1,7,2.1
Cc1onc(NC(=O)c2ccc(Cl)cc2Cl)c1Br,0.2,-1,0.7,-3,0.4,21,3,13,-1,-2,3.8
O=C(c1ccccc1)c1ccc(-n2cnnc2)c([N+](=O)[O-])c1,1.4,7,2.3,13,0.6,1,0,-25,1,9,0.7
COc1ccc(NC(=O)CN(C)CC(=O)N2CC(=O)Nc3ccccc32)cc1,0.6,-7,1.9,0,1.2,22,3,-2,-1,1,2.6
O=C(O)c1cccc(-n2c(-c3cnccn3)n[nH]c2=S)c1,1.5,-8,3.9,-10,2.5,-10,-1,-1,0,0,0.3
O=C(COC(=O)c1ccccc1Nc1cccc(C(F)(F)F)c1)NCc1ccco1,-2.0,-12,-1.2,-5,-1.7,217,-11,-5,-11,5,-0.3
COc1ccccc1C(=O)Nc1ccon1,-1.5,-3,0.2,-1,0.7,-13,-10,-27,-3,2,3.2
CCOC(=O)c1c(-c2ccccc2)oc2cc(Br)c(O)c(C=O)c12,-1.0,4,1.2,8,0.3,-12,10,0,6,0,3.6
COc1ccc(N2CCN(C(=O)CCn3nnc4ccccc43)CC2)cc1,-5.0,-3,-0.8,8,1.4,/,-13,-49,-1,0,2.2
CCCN1C(=O)C(O)(CC(=O)c2cccc(OC)c2)c2ccccc21 (stereo unspecified),0.3,-8,-0.6,-3,-3.1,43,1,-6,0,3,2.0
O=C(CC(c1ccccc1)c1cc(Cl)ccc1O)N1CCOCC1 (stereo unspecified),-0.4,-4,0.6,5,1.1,1,0,-19,-1,2,2.9
O=C(Nc1ncc2c(n1)-c1ccccc1CC2)c1cccs1,-3.8,3,1.6,-6,0.6,5,5,1,-1,0,6.0
Cc1ccc(-c2nc(-c3ccncc3)no2)cc1,-0.5,-17,/,-3,/,20,-2,-8,-7,2,2.6
O=C1c2ccccc2NC(c2ccccc2O)N1c1ccc(F)cc1 (stereo unspecified),-0.8,3,-2.4,-4,-1.6,-8,-8,-4,-1,1,-0.2
CCc1ccc(/C=N/n2c(C3CCCCC3)n[nH]c2=S)cc1,1.8,-1,-0.3,2,-0.1,-3,-7,22,-8,-6,4.8
O=C1OCC/C1=C\c1ccc2c(c1)OCO2,1.6,13,-0.2,6,0.9,-17,-7,1,-1,0,3.6
O=C(CNS(=O)(=O)c1cccc2nsnc12)NCCc1ccccc1,0.7,-5,1.2,-5,1.8,14,4,-11,1,3,-0.6

# Compounds shown so far that have two or more sulfur atoms, in the order listed:
SMILES,CDK5 p35 inh,PKA-R1A activ,AddAB inh,Tat transport,E coli growth,Mot1-301 SUMO,PKA-R2B act,HTR5A inv ag,DAGLB inhibitor,HTR5A ag,phage Ecoli inh
Cc1nc(SCC(=O)NCC2CCCO2)c2c(C)c(C)sc2n1 (stereo unspecified),0.5,1,1.9,-6,0.1,0,-9,-19,-2,8,2.7
O=C(CNS(=O)(=O)c1cccc2nsnc12)NCCc1ccccc1,0.7,-5,1.2,-5,1.8,14,4,-11,1,3,-0.6

# More structures:
SMILES,CDK5 p35 inh,PKA-R1A activ,AddAB inh,Tat transport,E coli growth,Mot1-301 SUMO,PKA-R2B act,HTR5A inv ag,DAGLB inhibitor,HTR5A ag,phage Ecoli inh
CC(=O)NC(CCS(C)(=O)=O)C(=O)Nc1ccccc1C (stereo unspecified),-1.6,9,2.1,-4,-0.2,-4,-14,6,-1,15,-1.8
CN(Cc1ccccn1)C(=O)c1ccc2nc(Cc3cccc(Cl)c3)oc2c1,0.4,-6,1.6,8,1.4,-5,3,-7,2,3,1.5
O=C1C=C(c2ccc(Br)c3ccccc23)C[C@@H](c2ccc3c(c2)OCO3)C1,-4.6,-9,-2.0,19,-1.1,-9,2,-23,-5,1,2.8
O=C(N/C(=C\c1cccnc1)C(=O)N1CCC(O)CC1)c1ccccc1,1.5,4,0.4,7,-3.9,-9,0,-11,0,4,-0.8
O=C(c1ccc(NS(=O)(=O)c2ccc(F)cc2)cc1)N1CCCCC1,-0.3,-11,2.1,2,1.1,0,-5,-1,-3,1,1.0
CCOC(=O)c1ccc2c(c1)[nH]c(=S)n2CC,1.7,-9,7.1,4,3.0,9,3,3,0,-1,2.2
OCCC1CN(CC2CC2)CCN1Cc1ccc(F)c(F)c1 (stereo unspecified),1.7,2,1.5,-3,2.7,27,-6,3,-1,-1,-0.2
C=CCn1c(NCc2ccccc2OC)nc2ccccc21,-5.6,-4,3.7,-9,0.2,11,-2,20,-1,-6,2.0

# 2 records drawn at random from those above, as already listed:
SMILES,CDK5 p35 inh,PKA-R1A activ,AddAB inh,Tat transport,E coli growth,Mot1-301 SUMO,PKA-R2B act,HTR5A inv ag,DAGLB inhibitor,HTR5A ag,phage Ecoli inh
CCCN1CCC(=NNc2ccc(S(=O)(=O)N3CCOCC3)cc2[N+](=O)[O-])CC1,10,3,2.9,5,-0.4,7,6,-4,1,7,2.1
CC(=O)NC(CCS(C)(=O)=O)C(=O)Nc1ccccc1C (stereo unspecified),-1.6,9,2.1,-4,-0.2,-4,-14,6,-1,15,-1.8

# Going on with the list.
SMILES,CDK5 p35 inh,PKA-R1A activ,AddAB inh,Tat transport,E coli growth,Mot1-301 SUMO,PKA-R2B act,HTR5A inv ag,DAGLB inhibitor,HTR5A ag,phage Ecoli inh
COc1ccc(OCCNC(=O)c2ccccc2Cl)cc1,0.2,2,0.5,8,1.2,-12,10,-5,-3,1,1.0
O=C(CN(C(=O)c1csnn1)c1ccc(Cl)cc1)NCc1ccc2c(c1)OCO2,-2.2,-2,3.5,-3,-2.0,1,3,-14,3,-3,2.4
O=C1Nc2ccccc2/C1=C/c1ccc([N+](=O)[O-])cc1,1.3,-5,-0.9,-2,-0.2,477*,5,-2,9,1,0.3
COc1ccc(OC)c(/C=C(\C)C(=O)c2c(C)cc(C)[nH]c2=O)c1,-5.9,-1,-1.1,5,1.7,-13,-4,-2,-7,-3,0.2
O=C(c1ccc2[nH]c(=O)c(=O)[nH]c2c1)N1CCc2ccccc2C1,-0.7,-4,2.3,-6,-0.8,19,-13,-20,1,3,0.0
NC(=O)CC(NC(=O)c1ccccc1)c1ccc(N2CCN(c3ccccn3)CC2)c([N+](=O)[O-])c1 (stereo unspecified),-1.3,8,2.8,1,1.9,-21,-3,5,4,0,1.8
CCC1SC2=NC(C)=C(C(=O)OCCOC)C(c3ccc(C(=O)OC)cc3)N2C1=O (stereo unspecified),-0.5,-9,0.3,9,-1.9,832*,3,8,-2,3,1.0
COc1ccc(-n2ncc3c2CC(C)(C)CC3NC(=O)C2CCN(C(C)=O)CC2)cc1 (stereo unspecified),-4.0,-11,3.7,-8,0.2,-5,0,15,0,0,2.0

# Looked up above:
# COc1ccc(OCCNC(=O)c2ccccc2Cl)cc1 – HTR5A ag = 1
# O=C(c1ccc2[nH]c(=O)c(=O)[nH]c2c1)N1CCc2ccccc2C1 – CDK5 p35 inh = -0.7

# (listing goes on)
SMILES,CDK5 p35 inh,PKA-R1A activ,AddAB inh,Tat transport,E coli growth,Mot1-301 SUMO,PKA-R2B act,HTR5A inv ag,DAGLB inhibitor,HTR5A ag,phage Ecoli inh
Cc1ccccc1NC(=O)C(=O)NCc1ccccn1,-0.8,1,2.1,-5,0.7,16,1,-21,-1,6,1.0
Nn1c(SCC(=O)Nc2ccc3c(c2)OCO3)nnc1-c1ccccc1,-0.1,-12,2.6,-6,1.5,-5,-8,-8,-2,-2,0.5
CCOc1ccc(NC(=O)CN(C)C(=O)c2cc(S(=O)(=O)N3CCCCCC3)ccc2OC)cc1OCC,1.6,-7,0.7,-9,0.2,16,8,18,0,-1,0.7
C[C@]12CS(=O)(=O)C[C@H]1SC(=S)N2c1ccccc1,-0.6,-9,0.0,3,0.8,-6,3,-5,3,-1,1.2
CC1(C)SC(C)(C)N(C=O)C1C(=O)O (stereo unspecified),0.6,-3,/,-6,/,/,11,2,0,-1,2.1
Nc1c(C(=O)NCCN2CCOCC2)c2nc3ccccc3nc2n1-c1cccc(F)c1,1.1,-2,1.5,-4,-2.4,-7,-1,4,5,-3,1.8
Cc1ccc(C(=O)CSc2nnnn2-c2ccccc2)o1,1.1,-3,3.7,-4,1.9,2,-3,-2,-3,9,2.6
CCOC(=O)C(C)(C)N(Cc1cccc(C)c1)S(=O)(=O)c1cccc([N+](=O)[O-])c1,-0.1,-11,3.4,7,-0.6,12,3,-3,-7,1,2.4
CC1(C)Cc2c(cnn2-c2ccccc2)C(NC(=O)C2(C(N)=O)CC2)C1 (stereo unspecified),-1.7,1,1.1,2,-1.9,-10,1,27,3,-11,-2.0
COc1ccc2c(c1OC)C(=O)OC2CC(=O)c1ccc(O)cc1 (stereo unspecified),-2.0,-2,0.8,9,1.5,-11,10,3,-3,-1,1.6
O=C(CNc1cccc([N+](=O)[O-])c1)N/N=C/c1ccc(F)cc1,-0.6,-6,0.6,-1,0.8,1,-7,5,2,-2,3.0
